Screens deposited in PubChem by several laboratories.
NOD2-RIPK2 inh: NOD2-RIPK2 binding disruptors in cells, primary screen, fluorescence, CHO cells, BLA complementation | inhibition, % at 4.98 µM | actives 0.38% (n = 360,000) | CCF4 ratio; in the data active means inhibition above about 21%;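 further: 0% = vehicle only and 100% = reference blocker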
EBV LMP1 NFkB: EBV LMP1-driven NF-kappaB luciferase reporter inhibitors, primary screen, cell-based, luminescence, single point; inhibition, % at 12.5 µM; LMP1-induced NF-kappaB luciferase reporter cells; actives 0.69% (n = 350,000); in the data active means inhibition above about 41%;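 further: 0% = neutral control wells and 100% = reference inhibitor control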
NR2F2 inh: NR2F2 transcriptional activity inhibitors, primary screen, cell-based, luciferase reporter, HEK293T, luminescence; COUP transcription factor 2 (Homo sapiens), P24468; HEK293T NGFI-A luciferase reporter; inhibition, % at 8.6 µM; actives 0.7% (n = 370,000); AID 686940, 2013;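 active means inhibition above a per-plate cutoff, mean inhibition of test wells between control levels plus 3 SD, cut at about 38% in these data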;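 further: cells cotransfected with COUP-TFII expression vector driving the NGFI-A reporter; 0% = median of COUP-TF2 test wells and 100% = reporter-only cells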
TROY NFkB inh: inhibitors of TROY-driven NF-kB signaling, primary screen, Q293 LMP1-TROYcd cells, NF-kB luciferase, uHTS. Q293 LMP1-TROYcd NF-kB luciferase reporter, 4 h. inhibition, % at 10 µM. actives 0.98% (n = 360,000). AID 1347056, 2019;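 active means compounds whose plate-normalised and pattern-corrected inhibition of the luciferase reporter signal at the single screening dose is 50% or more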
NCOA2 inhibitor: inhibition of GAL4-SRC2 driven luciferase reporter, primary screen, SRC2 inhibitor project, cell-based, luminescence; actives 0.17% (n = 370,000); inhibition, % at 9 µM; Nuclear receptor coactivator 2 (Homo sapiens), Q15596; HEK293 GAL4-SRC2 luciferase reporter;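 active means inhibition above the mean inhibition of all tested compounds plus 3 SD, set per campaign, cut at about 52% in these data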;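 further: 0% = DMSO treated cells and 100% = cells given Gossypol at 36 µM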
TWEAK-Fn14 inh: inhibitors of TWEAK-Fn14 signaling, primary screen, luciferase reporter cells, uHTS. actives 2% (n = 360,000). inhibition, % at 10 µM. AID 1159606, 2016. TWEAK-stimulated Fn14 reporter cells, luciferase luminescence, 8 h; in the data active means inhibition above about 50%
C8 TRAIL sens: viability loss with TRAIL in NB7+C8 cells, primary screen, TRAIL sensitizer project, cell-based, ATPlite luminescence | inhibition (viability loss, TRAIL sensitization), % at 10 µM | actives 1% (n = 360,000);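 active means compounds causing at least 50% loss of cell viability in the single-dose screen, relative to plate controls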
SRC1 inh: SRC1 coactivator transcriptional activity inhibitors, primary screen, cell-based, luminescence | HEK293 GAL4-SRC1 luciferase reporter | inhibition, % at 3.6 µM | actives 0.12% (n = 360,000) | AID 588354, 2011;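 active means inhibition above the campaign mean plus 3 SD, with each screening campaign given its own cutoff, cut at about 60% in these data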;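 further: 0% = DMSO treated cells and 100% = gossypol at 36 µM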
Target sequence (Q15788 whole entry, looked up, the tested form may be a part): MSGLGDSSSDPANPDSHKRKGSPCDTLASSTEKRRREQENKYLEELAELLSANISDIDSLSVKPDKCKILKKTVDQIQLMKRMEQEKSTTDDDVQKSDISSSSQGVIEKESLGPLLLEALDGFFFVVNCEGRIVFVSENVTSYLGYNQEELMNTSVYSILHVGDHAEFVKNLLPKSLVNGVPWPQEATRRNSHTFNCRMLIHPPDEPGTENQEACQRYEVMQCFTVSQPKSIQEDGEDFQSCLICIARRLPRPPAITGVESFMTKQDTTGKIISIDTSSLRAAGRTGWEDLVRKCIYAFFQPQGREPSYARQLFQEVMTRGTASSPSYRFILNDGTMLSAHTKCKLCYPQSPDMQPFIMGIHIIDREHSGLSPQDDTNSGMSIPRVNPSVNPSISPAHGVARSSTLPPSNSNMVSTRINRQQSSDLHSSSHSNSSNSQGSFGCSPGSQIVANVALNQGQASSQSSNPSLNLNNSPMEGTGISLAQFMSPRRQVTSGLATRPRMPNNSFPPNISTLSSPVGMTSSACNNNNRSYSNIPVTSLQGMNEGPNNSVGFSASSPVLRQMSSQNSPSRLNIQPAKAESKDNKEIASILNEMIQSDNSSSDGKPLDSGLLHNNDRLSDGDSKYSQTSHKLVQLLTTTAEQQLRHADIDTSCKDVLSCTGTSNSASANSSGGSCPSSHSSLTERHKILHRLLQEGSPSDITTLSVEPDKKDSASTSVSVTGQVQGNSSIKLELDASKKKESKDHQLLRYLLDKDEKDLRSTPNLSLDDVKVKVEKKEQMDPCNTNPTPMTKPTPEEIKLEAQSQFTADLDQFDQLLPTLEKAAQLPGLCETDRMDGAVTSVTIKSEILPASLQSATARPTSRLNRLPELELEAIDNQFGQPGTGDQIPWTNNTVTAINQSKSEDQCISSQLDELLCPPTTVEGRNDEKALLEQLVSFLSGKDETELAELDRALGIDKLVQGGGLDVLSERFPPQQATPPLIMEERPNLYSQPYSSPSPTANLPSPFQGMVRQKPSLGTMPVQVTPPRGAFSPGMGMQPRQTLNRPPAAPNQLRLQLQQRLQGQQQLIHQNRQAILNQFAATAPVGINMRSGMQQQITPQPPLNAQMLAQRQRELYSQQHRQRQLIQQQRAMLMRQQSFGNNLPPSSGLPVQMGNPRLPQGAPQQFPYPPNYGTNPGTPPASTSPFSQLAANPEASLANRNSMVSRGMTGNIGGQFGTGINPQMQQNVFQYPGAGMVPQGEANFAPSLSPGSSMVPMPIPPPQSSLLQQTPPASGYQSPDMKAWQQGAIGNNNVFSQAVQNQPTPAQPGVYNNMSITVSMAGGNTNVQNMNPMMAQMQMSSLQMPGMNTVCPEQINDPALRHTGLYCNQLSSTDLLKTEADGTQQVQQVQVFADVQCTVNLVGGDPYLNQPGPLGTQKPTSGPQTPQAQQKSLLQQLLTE
SRC3 inh: SRC3 coactivator transcriptional activity inhibitors, primary screen, cell-based, luminescence. inhibition, % at 3.6 µM. actives 0.17% (n = 360,000). HEK293 GAL4-SRC3 luciferase reporter. AID 588352, 2011;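 active means inhibition above a per-campaign cutoff, the mean of all compounds plus 3 SD, cut at about 60% in these data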;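 further: 0% = DMSO-treated cells and 100% = gossypol-treated cells at 36 µM; higher means less SRC3-driven luciferase light from the GAL4 reporter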
LRH-1 inv ag: LRH-1 (NR5A2) inverse agonists, primary screen, cell-based, luminescence, HEK293T, StAR-luciferase reporter | Nuclear receptor subfamily 5 group A member 2 (Homo sapiens), O00482 | LRH-1 transfected, 24 h | inhibition, % at 3.6 µM | actives 0.13% (n = 360,000);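 active means inhibition above the mean inhibition of all tested compounds plus 3 SD, cut at about 73% in these data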;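 further: 0% = DMSO wells and 100% = reporter-only cells lacking LRH-1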
TLR9-MyD88 block: inhibitors of TLR9-MyD88 association in cells, primary screen, cell-based, CHO, BLA complementation, fluorescence; Toll-like receptor 9 (Homo sapiens) + Myeloid differentiation primary response protein …; CCF4 FRET ratio; inhibition, % at 4.98 µM; actives 0.21% (n = 340,000);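 active means inhibition above the mean over all tested compounds plus 3 SD, cut at about 21% in these data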;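 further: 0% = DMSO only wells and 100% = clavulanate BLA inhibitor control wells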
Active calls of the source: *; . = no result given. Only part of the results is shown; rates above refer to the full screens.

SMILES	NOD2-RIPK2 inh	EBV LMP1 NFkB	NR2F2 inh	TROY NFkB inh	NCOA2 inhibitor	TWEAK-Fn14 inh	C8 TRAIL sens	SRC1 inh	SRC3 inh	LRH-1 inv ag	TLR9-MyD88 block
Cc1ccc(S(=O)(=O)NC(=O)Nc2ccc(F)c(F)c2)cc1	2	-11	5	-7	-24	-1	2	-2	-2	0	3
OCC[C@@H]1C[C@@H](O)[C@H](O)[C@@]2(OCCc3ccccc32)O1	-8	0	13	-2	-16	5	-6	4	1	-6	3
CCOc1nc(-c2ccccc2)ccc1-c1noc(-c2cccnc2)n1	-2	-1	0	-8	24	-21	7	-15	15	17	-2
COc1ccc(Br)cc1C(=O)NC(=S)Nc1cc(-c2nc3ccccc3[nH]2)ccc1C	-10	12	-10	-48	3	-26	5	-9	-27	-26	-3
NCCCn1cnc2ccccc21	-23	-8	1	0	-6	11	-1	19	11	-10	-2
CC(NC(=O)OC(C)(C)C)C(=O)Oc1cc2oc(=O)cc(-c3ccccc3)c2cc1Cl (configuration not stated)	39*	-19	.	46	.	71*	-17	34	21	10	31*
COc1ccc(NC(=O)c2ccc3c(c2)OCO3)cc1Cl	1	-18	-39	-61	-70	5	35	-84	-92	-185	-9
NC(=O)C1(N2CCCCC2)CCN(C(=O)CSc2nc(C(F)(F)F)cc(=O)[nH]2)CC1	-18	-4	7	0	11	4	2	-5	12	4	-10
CC(C)(C)c1nnc(NC(=O)NS(=O)(=O)c2ccccc2)s1	-8	4	3	-2	-10	-12	-2	-12	9	12	2
Cc1cc(C)c2c(N)c(-c3nnc(SCc4ccc(Cl)cc4)n3C)sc2n1	-1	4	-6	-23	-3	-13	-10	-3	6	-2	8
CCN(CC)CCCNC(=O)CSc1c2c(nc3cc(Cl)ccc13)CCCC2	1	-2	15	13	-5	1	-2	-7	6	14	-8
Cn1nnc(NC(=S)NC(=O)c2cc(Cl)ccc2Cl)n1	-14	4	10	-10	-10	0	-10	-2	2	-8	0
O=C1CCc2cc(S(=O)(=O)NCc3ccccc3)cc3c2N1CC3	15	3	1	11	7	8	-14	1	-11	8	10
O=C(CCc1ccc(O)cc1)NN=Cc1ccc2c(c1)OCO2	-6	-15	-2	-24	-27	-30	14	-32	4	3	-7
CC1=NN(Cc2ccccc2)C(=O)C1C(c1ccncc1)C(C#N)C#N (configuration not stated)	-7	2	6	25	2	11	2	-6	-15	2	-2
CC12CCC(=O)N1C(C(=O)NNC(=O)COc1cccc(C(F)(F)F)c1)CS2 (configuration not stated)	-7	8	-12	-14	-3	-12	-3	-25	11	-6	-2
O=C(CSc1ncnc2scc(-c3ccccc3)c12)NC1CCS(=O)(=O)C1 (configuration not stated)	-7	-5	-2	17	0	-36	-1	4	13	-5	6
COc1ccc(C(=O)Nc2cccc(C)c2)cc1S(=O)(=O)N1CCOCC1	-3	1	-1	8	-3	-8	10	-6	12	-1	5
O=C(c1cc(-c2ccncc2)nc2ccc(Br)cc12)N1CCN(Cc2ccc3c(c2)OCO3)CC1	-1	18	13	23	-13	23	-9	-5	1	7	-3
CC(=O)N1CCN(c2ccc(NC(=O)c3ccco3)cc2)CC1	-1	-8	-47	-10	-45	-9	20	-52	-49	-51	1
O=C(N/C(=C/C=C/c1ccccc1)C(=O)N1CCOCC1)c1ccccc1Br	1	-2	-21	6	-9	3	-1	4	4	5	-4
C/C(=N\NC(=O)c1ccccc1O)c1cccc(NC(=O)c2ccccc2)c1	-9	4	-33	-34	-17	-18	47	-31	-39	-42	-7
CCOc1cc(C(=O)NCCCn2ccnc2)cc(OCC)c1OCC	0	4	5	3	4	-14	0	-6	31	22	5
O=C1C=CC(=O)N1c1ccc(OC(F)F)cc1	0	10	14	6	31	19	12	-15	5	-13	15
COc1ccc(OCc2nnc3n2N=C(c2ccc(C)cc2)CS3)cc1	-4	1	5	1	1	-12	-13	-38	-40	42	6

Taken from the results shown, 13 compounds:
SMILES	NOD2-RIPK2 inh	EBV LMP1 NFkB	NR2F2 inh	TROY NFkB inh	NCOA2 inhibitor	TWEAK-Fn14 inh	C8 TRAIL sens	SRC1 inh	SRC3 inh	LRH-1 inv ag	TLR9-MyD88 block
Cc1ccc(S(=O)(=O)NC(=O)Nc2ccc(F)c(F)c2)cc1	2	-11	5	-7	-24	-1	2	-2	-2	0	3
OCC[C@@H]1C[C@@H](O)[C@H](O)[C@@]2(OCCc3ccccc32)O1	-8	0	13	-2	-16	5	-6	4	1	-6	3
CCOc1nc(-c2ccccc2)ccc1-c1noc(-c2cccnc2)n1	-2	-1	0	-8	24	-21	7	-15	15	17	-2
COc1ccc(Br)cc1C(=O)NC(=S)Nc1cc(-c2nc3ccccc3[nH]2)ccc1C	-10	12	-10	-48	3	-26	5	-9	-27	-26	-3
NCCCn1cnc2ccccc21	-23	-8	1	0	-6	11	-1	19	11	-10	-2
CC(NC(=O)OC(C)(C)C)C(=O)Oc1cc2oc(=O)cc(-c3ccccc3)c2cc1Cl (configuration not stated)	39*	-19	.	46	.	71*	-17	34	21	10	31*
COc1ccc(NC(=O)c2ccc3c(c2)OCO3)cc1Cl	1	-18	-39	-61	-70	5	35	-84	-92	-185	-9
NC(=O)C1(N2CCCCC2)CCN(C(=O)CSc2nc(C(F)(F)F)cc(=O)[nH]2)CC1	-18	-4	7	0	11	4	2	-5	12	4	-10
CC(C)(C)c1nnc(NC(=O)NS(=O)(=O)c2ccccc2)s1	-8	4	3	-2	-10	-12	-2	-12	9	12	2
Cc1cc(C)c2c(N)c(-c3nnc(SCc4ccc(Cl)cc4)n3C)sc2n1	-1	4	-6	-23	-3	-13	-10	-3	6	-2	8
CCN(CC)CCCNC(=O)CSc1c2c(nc3cc(Cl)ccc13)CCCC2	1	-2	15	13	-5	1	-2	-7	6	14	-8
Cn1nnc(NC(=S)NC(=O)c2cc(Cl)ccc2Cl)n1	-14	4	10	-10	-10	0	-10	-2	2	-8	0
O=C1CCc2cc(S(=O)(=O)NCc3ccccc3)cc3c2N1CC3	15	3	1	11	7	8	-14	1	-11	8	10

(continued)
SMILES	NOD2-RIPK2 inh	EBV LMP1 NFkB	NR2F2 inh	TROY NFkB inh	NCOA2 inhibitor	TWEAK-Fn14 inh	C8 TRAIL sens	SRC1 inh	SRC3 inh	LRH-1 inv ag	TLR9-MyD88 block
Cc1ccc(-n2c(SCC(=O)O)nc3c(sc(=S)n3-c3ccc(C)c(C)c3)c2=O)cc1	8	-11	5	2	-10	-2	-6	-27	7	16	5
COc1cccc(/C=C2/Sc3ccc(C(=O)NCCCN4CCCC4)cc3NC2=O)c1	-6	3	-21	-34	-24	-15	11	-1	6	-41	4
COCCNC(=S)N=Nc1c(O)[nH]c2c(C)cc(C)cc12	-5	4	8	-5	6	0	-5	5	-32	-10	-7
O=C(CSC1=NC(=O)C(Cc2ccccc2)C(=O)N1)Nc1ncc(Br)cc1Br (configuration not stated)	-7	-4	7	7	-14	-10	-3	18	17	-11	-3
COc1cc(CN2CCN(Cc3ccc([N+](=O)[O-])cc3)CC2)c([N+](=O)[O-])cc1OC	-14	22	25	19	25	6	17	16	-5	2	-1
O=C(NCCc1ccccc1)C1CCCN1S(=O)(=O)c1ccccc1 (configuration not stated)	3	-5	-10	-6	15	-28	-4	-9	3	7	.
Cc1c(CC(=O)N[C@@H](C)C(=O)O)c(=O)oc2cc3c(cc12)CCC(C)(C)O3	-9	0	-7	-3	-8	8	-13	-4	-5	-1	-7
Cc1ccc2c(c1)NC(=O)C(CC(=O)NC1CCCCC1C)O2 (configuration not stated)	-1	-6	5	5	-1	5	0	3	-1	-6	0
C#CCOCCOCCOCCNc1nc(N2CCN(C(=O)[C@H](CC(N)=O)n3cc(C(N)[C@@H](C)CC)nn3)CC2)nc(N2CCN(C(=O)[C@H](CCCCN)n3cc([C@@H](N)CC(N)=O)nn3)CC2)n1 (some centres not stated)	8	-8	0	-9	5	-3	-8	-2	13	16	11
Cc1ccc(O)c(NC(=O)c2ccc3c(c2)C(=O)N(Cc2ccco2)C3=O)c1	-7	2	-8	-19	22	-2	-14	-2	0	4	-1
Cc1ccc(-n2c(-c3cnccn3)n[nH]c2=S)c(Br)c1	1	2	9	7	-12	-9	-31	7	7	-2	-3
O=c1oc(Cl)c(Cl)c2ccccc12	-13	-8	9	7	-19	4	-2	-5	-8	-12	6
CC(=NNC(=S)Nc1ccccc1Cl)c1ccccn1	1	57*	51*	-3	28	4	7	66*	63*	74*	2
O=c1[nH]nc(SCc2nnc(-c3ccc([N+](=O)[O-])cc3)o2)n1C1CCCCC1	1	1	-3	7	-14	-1	-9	-10	5	-10	-6
COc1ccc2sc(-c3ccc(SC)cc3)c(C#CCO)c2c1	-17	-7	7	-10	-29	26	22	-36	-51	-15	-7
CC(NC(=O)c1ccc2c(c1)OCO2)c1cccc(C(F)(F)F)c1 (configuration not stated)	0	-2	6	1	-14	-12	-21	-10	3	1	-15
Cc1nc2ccccc2c(=O)n1Nc1cccc(Cl)c1	5	0	-17	0	12	4	0	-8	11	-6	10
OCCC1CN(Cc2ccc(F)cc2)CCN1CCCc1ccccc1 (configuration not stated)	7	2	-18	16	16	12	-15	3	4	4	-3
COc1ccc(-c2noc(Cc3ccccc3OC)n2)cc1	5	-5	-2	-32	-21	-30	-21	-18	-19	-12	-1
